# DAT uptake mod: changed hDAT dopamine uptake under cocaine IC80, either direction, primary screen, cocaine antagonist project, cell-based, LLC-PK1 hDAT, [14C]-dopamine uptake, MLSMR. B-score at 10 µM. Sodium-dependent dopamine transporter (Homo sapiens), Q01959. LLC-PK1 hDAT cells, [14C]-dopamine uptake with cocaine IC80; actives deviate in either direction. 110,000 tested, 1.3% active;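 active = Z score or B-score, a plate-position-corrected score, falls beyond the plate's 99.7% confidence bounds, in either direction; inactive = both scores lie inside the 99.7% bounds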;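 note: scored against the spread of the other compound wells on the same plate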
# Target sequence (Q01959 whole entry, looked up): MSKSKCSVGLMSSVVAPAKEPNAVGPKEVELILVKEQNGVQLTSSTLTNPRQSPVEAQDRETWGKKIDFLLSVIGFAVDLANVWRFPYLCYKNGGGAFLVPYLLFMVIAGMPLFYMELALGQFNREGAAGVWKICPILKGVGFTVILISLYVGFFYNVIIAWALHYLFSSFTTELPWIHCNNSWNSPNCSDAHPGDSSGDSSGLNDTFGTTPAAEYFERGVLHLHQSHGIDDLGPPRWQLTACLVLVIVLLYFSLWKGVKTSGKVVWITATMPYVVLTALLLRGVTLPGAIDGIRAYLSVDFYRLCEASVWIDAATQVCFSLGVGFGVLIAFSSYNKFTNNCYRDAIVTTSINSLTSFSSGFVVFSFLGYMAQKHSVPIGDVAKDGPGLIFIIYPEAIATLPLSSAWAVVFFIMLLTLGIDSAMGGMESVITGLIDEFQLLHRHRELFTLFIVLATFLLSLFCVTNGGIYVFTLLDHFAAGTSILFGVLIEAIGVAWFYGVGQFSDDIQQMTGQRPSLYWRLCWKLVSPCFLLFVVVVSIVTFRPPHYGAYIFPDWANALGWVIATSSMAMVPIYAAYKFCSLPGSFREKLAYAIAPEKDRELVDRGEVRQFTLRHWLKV
# Calb biofilm kill: clotrimazole potentiators killing Candida biofilms, primary screen, with clotrimazole, Alamar Blue | inhibition, % at 6 µM | 85,000 tested, 0.14% active | C. albicans biofilm + clotrimazole;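 active = inhibition above 20%; inactive = inhibition below 20%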;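 note: preformed 24 hr biofilms exposed to compound for 48 hr; 0% = biofilm without compound and 100% = blank killed by clotrimazole plus chlorhexidine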
# PTPN22 inh 2: PTPN22 phosphatase inhibitors, primary screen, biochemical, DiFMUP fluorescence, 2 µM; Tyrosine-protein phosphatase non-receptor type 22 (Homo sapiens), Q9Y2R2; recombinant LYP catalytic domain; inhibition, % at 2 µM; 96,000 tested, 0.21% active; AID 640, 2007;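 active = inhibition at 2 µM at or above a set limit, the screen mean plus 3 SD, cut at about 24% in these data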;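 note: 0% = DMSO with enzyme and 100% = enzyme fully blocked by orthovanadate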
# F-actin modifier: modifiers of F-actin cytoskeleton organization, primary screen, imaging, HUVEC, phalloidin staining, high-content imaging. HUVEC TNFa F-actin phalloidin imaging. inhibition, % at 2 µM. 91,000 tested, 0.18% active;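 active = inhibition above the batch mean plus 3 SD and confirmed as a hit by visual image inspection, cut at about 30% in these data, passing the limit was not always enough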; note: strong numbers were not always called active
# TNFa cytotox: cytotoxicity in TNFa-stimulated HUVEC, primary screen, cytotoxicity control for VCAM1 expression modulator project, imaging, Hoechst nuclei count; HUVEC TNFalpha-stimulated, Hoechst cell count; cell count reduction, % at 2 µM; 93,000 tested, 0.17% active;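 active = cell count reduction exceeding the screen mean by over 5 SD, scaled to untreated wells per plate, cut at about 78% in these data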;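 note: cells counted after 24 h of TNF alpha exposure following the 1 h pretreatment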
# HUVEC tox IL1B: cytotoxicity in IL-1B stimulated HUVEC, primary screen, cytotoxicity control for IL-1B NFkB translocation project, imaging, Hoechst nuclear count, IL-1B stimulus. HUVEC cell count loss. cell count reduction, % at 2 µM. 94,000 tested, 0.41% active. AID 845, 2007;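 active = cell count reduction more than 3 SD above the screen-wide mean, cut at about 70% in these data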;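 note: normalized per plate to untreated control cells as the no-loss baseline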
# Smad3 FoxH1 inh: Smad3/FoxH1 peptide binding inhibitors, primary screen, biochemical, TR-FRET; Mothers against decapentaplegic homolog 3 (Homo sapiens), P84022; inhibition, % at 25 µM; 88,000 tested, 0.29% active; TR-FRET Smad3/Dy647-FoxH1 peptide binding, europium anti-His;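 active = compounds that reduce the energy-transfer binding signal between the protein and its labelled peptide by more than half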;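 note: 0% = Smad3 plus labelled peptide maximal FRET and 100% = peptide-only background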
# Target sequence (P84022 whole entry, looked up): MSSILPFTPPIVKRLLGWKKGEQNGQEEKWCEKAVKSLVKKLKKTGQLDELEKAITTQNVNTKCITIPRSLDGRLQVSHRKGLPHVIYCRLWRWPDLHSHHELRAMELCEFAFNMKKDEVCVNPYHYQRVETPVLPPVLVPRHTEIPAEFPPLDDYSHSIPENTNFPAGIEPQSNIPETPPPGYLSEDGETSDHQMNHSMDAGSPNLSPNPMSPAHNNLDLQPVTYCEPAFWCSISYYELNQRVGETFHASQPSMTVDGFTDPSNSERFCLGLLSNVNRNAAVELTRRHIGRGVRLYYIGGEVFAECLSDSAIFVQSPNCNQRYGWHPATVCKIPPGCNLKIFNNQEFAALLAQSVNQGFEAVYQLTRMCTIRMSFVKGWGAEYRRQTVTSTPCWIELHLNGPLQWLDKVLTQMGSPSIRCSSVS
# VCAM1 TNFa inh: inhibitors of TNFa-induced VCAM1 expression, primary screen, imaging, HUVEC, TNFa stimulus, immunofluorescence. HUVEC TNFa-induced VCAM-1 immunofluorescence, high-content imaging. inhibition, % at 2 µM. 95,000 tested, 0.48% active;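 active = inhibition above the batch mean plus 3 SD, with images confirmed as a hit by eye, cut at about 37% in these data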;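 note: 0% = TNF-stimulated DMSO wells and 100% = unstimulated control wells; not every result past the cut was called active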
# MT1-MMP txn act: MT1-MMP promoter reporter activation – cell-based, luciferase luminescence, primary screen; activation factor at 10 µM; HT1080 MT1-MMP promoter luciferase reporter, overnight; stronger effect = higher value; 86,000 tested, 0.16% active;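 active = activation factor of at least 2 for MT1-MMP transcription at 10 µM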
# An asterisk follows results filed as active; · = not tested or not shown; [ ] = another dose, or the depositor's remark.
SMILES,DAT uptake mod,Calb biofilm kill,PTPN22 inh 2,F-actin modifier,TNFa cytotox,HUVEC tox IL1B,Smad3 FoxH1 inh,VCAM1 TNFa inh,MT1-MMP txn act
CCCCCCNCc1ccc(Br)cc1,0.3,·,-3,-9,16,·,·,13,·
Nc1nc(SCC(=O)NCCCO)nc2sc3c(c12)CCC3,0.091,6,-16,-11,1,-19,8,-18,1
Nc1scc(-c2ccncc2)c1Cl,0.38,6,-7,1,-4,-16,2[fluorescence artefact?],-13,1.6
C=CCOC(=O)Nc1ccc(Cl)cc1NC(=O)OCC=C,-0.29,9,2,-5,-10,-22,3,12,1.2
N=c1n(CCO)c2ccccc2n1Cc1ccccc1Cl,-0.21,7,0,53,-40,-30,-3,2,0.9
COc1ccccc1CN=C1NC(=O)C(CC(=O)Nc2ccc(OC)c(OC)c2)S1 (stereo unspecified),1.2,·,-11,9,-28,11,·,-4,·
CC1CCCCN1S(=O)(=O)c1coc(C(N)=O)c1 (stereo unspecified),0.42,3,0,-1,-2,47,-9,25,1
COc1ccc2c(c1)CCc1c(C(=O)Nc3ccc(OC)c(OC)c3)noc1-2,0.98,8,-1,7,-13,18,7,-12,1
CCCCCOc1ccc(CN2CCOCC2)cc1Cl,0.83,3,·,·,·,·,-2,·,1.7
Nc1c(S(=O)(=O)c2cccc(Cl)c2)c2nc3ccccc3nc2n1CCN1CCOCC1,0.79,3,1,-27,-2,25,-9,9,1
COc1cc(/C=N/c2oc(-c3ccccc3)cc2C#N)ccc1O,1.9,·,-3,-20,2,-10,·,7,·
c1ccc(OCCOCCN2CCOCC2)cc1,-0.23,63*,-1,7,-11,·,4,-11,1.1
CCN1C(=O)CC(C(=O)NC)SC1=Nc1cc(Cl)c(O)c(Cl)c1 (stereo unspecified),0.34,10,-6,9,10,-3,-22,14,1.2
CCOC(=O)c1ccc(NC(=O)Cn2nnc(-c3ccccc3C)n2)cc1,-0.0049,8,·,·,·,·,1,·,1.2
O=C1NCCCC2c3c(cc(Br)c(O)c3Br)OC12N1CCOCC1 (stereo unspecified),1.4,-4,7,-2,-18,-9,5,14,1.2
C/C(=C\c1ccccc1)CN1CCN(c2ccccc2F)CC1,0.29,-1,7,16,-14,7,3,6,1
COc1cccc(NC(=O)c2ccccc2-c2nc(-c3ccccc3)no2)c1,0.42,4,-2,-22,-1,-7,-15,18,1.4
CCN=C1SC(CC(=O)NCCc2ccc(OC)cc2)C(=O)N1CC (stereo unspecified),0.72,·,2,3,0,-6,·,-30,·
O=C(NC(Cc1ccccc1)C(=O)O)c1ccc(S(=O)(=O)N2CCCCC2)cc1 (stereo unspecified),-0.98,5,5,4,-2,2,0,4,1.1
COc1ccc(NCc2nnc(SCc3ccccc3)n2-c2ccc(OC)cc2)cc1,-1.3,·,-4,19,2,-22,·,-7,·
COC(=O)CC1SC(=O)NC1=Nc1ccc(OC)cc1 (stereo unspecified),-0.16,7,-4,-2,2,0,1,19,1.1
Cc1nc2ccccc2cc1OCc1ccccc1,·,·,1,13,-34,-2,·,0,·
CC(C)(C)C(=O)c1no[n+]([O-])c1/C(=N/O)C(C)(C)C,-0.84,·,-4,10,-20,-25,10,-2,1
Cc1cc(C)cc(NC(=O)C2CCCN(c3nccc(C)n3)C2)c1 (stereo unspecified),0.32,7,2,6,13,-7,-10,-11,1.1
CC1=NN(c2nc(-c3ccc(F)cc3)cs2)C(=O)C1,-0.25,·,-1,1,-31,-12,·,7,·
COC(=O)c1ccc(NC(=O)CNS(=O)(=O)c2cccs2)cc1,-0.023,-1,-11,16,-20,·,4,-10,1.3
CON(C)S(=O)(=O)c1ccc2c(c1)NC(=O)C1CCCN21 (stereo unspecified),0.63,·,6,-45,4,-20,·,4,·
COC(=O)C1=CN(Cc2cccs2)C=C(C(=O)OC)C1c1cccc(OC)c1OC,0.09,·,1,16,2,-10,·,13,·
Cc1n[nH]c(=S)c2nn(-c3ccccc3)c(C)c12,·,·,-3,-20,5,-25,·,8,·
O=C(O)Cc1ccc(C(=O)c2ccccc2F)s1,0.34,-6,6,·,-16,22,-5,3,1

# Ordered by value in VCAM1 TNFa inh (lowest first): 6 from the list above
SMILES	VCAM1 TNFa inh
CCN=C1SC(CC(=O)NCCc2ccc(OC)cc2)C(=O)N1CC (stereo unspecified)	-30
COC(=O)c1ccc(NC(=O)CNS(=O)(=O)c2cccs2)cc1	-10
CC(C)(C)C(=O)c1no[n+]([O-])c1/C(=N/O)C(C)(C)C	-2
Cc1nc2ccccc2cc1OCc1ccccc1	0
C/C(=C\c1ccccc1)CN1CCN(c2ccccc2F)CC1	6
Cc1n[nH]c(=S)c2nn(-c3ccccc3)c(C)c12	8

# Look-ups from the entries so far.
# COC(=O)CC1SC(=O)NC1=Nc1ccc(OC)cc1 (stereo unspecified) @ Calb biofilm kill = 7
# COc1ccc(NCc2nnc(SCc3ccccc3)n2-c2ccc(OC)cc2)cc1 @ DAT uptake mod = -1.3

# Carrying on.
SMILES,DAT uptake mod,Calb biofilm kill,PTPN22 inh 2,F-actin modifier,TNFa cytotox,HUVEC tox IL1B,Smad3 FoxH1 inh,VCAM1 TNFa inh,MT1-MMP txn act
CC(Sc1nnc(-c2cccs2)n1-c1ccccc1)C(=O)NCc1ccco1 (stereo unspecified),0.77,7,3,16,-24,-31,-16,2,1.2
Cc1nn(C)c(C)c1NC(=O)CSc1nc(-c2ccccc2Cl)nc2c1cnn2-c1ccccc1,-0.003,4,0,5,6,-6,-19,-1,1.2
CCCCOn1c(C)c(C(=O)OCC)c2c3nonc3ccc21,-0.8,10,13,·,·,21,7,·,1.2
CCOc1ccc(C(=O)OCCN(C)C)cc1,-0.32,1,19,-78,2,-1,-2,-5,1.1
O=C(c1ccccc1)N1CCN(C2CCCCCC2)CC1,-0.084,4,-2,5,-40,-33,3,-21,1.3
CCN(CC)CCNC(=O)C(C)c1nn(CC)c(=O)c2ccccc12 (stereo unspecified),0.85,3,-17,-11,-4,-29,-1,17,1
Cc1ccc2nc(-c3cccc(NC(=O)c4ccc5c(c4)OCCO5)c3)oc2c1,0.3,6,3,-19,11,33,10,2,1.4
CCOC(=O)c1oc2cc(O)ccc2c(=O)c1-c1ccc(OC)cc1,-0.02,6,1,-15,-20,-13,-2,-14,1
Cn1c(=O)[nH]c(=O)c2c1nc(NCCCn1ccnc1)n2Cc1ccc(F)cc1,-0.006,5,-6,-1,-28,-19,9[fluorescence artefact?],15,1
O=C(NCc1cccs1)C1CCN(S(=O)(=O)c2cccs2)CC1,0.87,5,7,14,-24,-7,-2,13,1
O=P(C1=C(N2CCOCC2)/C(=C\c2ccccc2)CC1)(N1CCOCC1)N1CCOCC1,-0.012,-3,8,46,-20,-3,14,2,1.1
O=C1C(Cl)=C(NCCc2ccccc2)C(=O)N1CCc1ccccc1,-0.72,6,4,-1,-26,14,3,6,1.2
CC(=O)c1ccc(NC(=O)CSc2nnc(Cn3c(=O)sc4ccccc43)n2C)cc1,0.33,0,·,·,·,·,-13,·,1.1
CC(C)CC(=O)NC1(C(F)(F)F)C(=O)N(Cc2ccccc2)C2=C1C(=O)CC(C)(C)C2 (stereo unspecified),0.13,5,-6,-12,-20,-38,17,0,1.4
Cc1csc(=NC(=O)c2ccccc2)n1C,0.88,2,-13,0,-2,-2,-2,-7,1.7

# Not a retest: entries from further up.
SMILES,DAT uptake mod,Calb biofilm kill,PTPN22 inh 2,F-actin modifier,TNFa cytotox,HUVEC tox IL1B,Smad3 FoxH1 inh,VCAM1 TNFa inh,MT1-MMP txn act
N=c1n(CCO)c2ccccc2n1Cc1ccccc1Cl,-0.21,7,0,53,-40,-30,-3,2,0.9
COc1ccccc1CN=C1NC(=O)C(CC(=O)Nc2ccc(OC)c(OC)c2)S1 (stereo unspecified),1.2,·,-11,9,-28,11,·,-4,·
CC1CCCCN1S(=O)(=O)c1coc(C(N)=O)c1 (stereo unspecified),0.42,3,0,-1,-2,47,-9,25,1
COc1ccc2c(c1)CCc1c(C(=O)Nc3ccc(OC)c(OC)c3)noc1-2,0.98,8,-1,7,-13,18,7,-12,1
CCCCCOc1ccc(CN2CCOCC2)cc1Cl,0.83,3,·,·,·,·,-2,·,1.7

# Additional entries follow.
SMILES,DAT uptake mod,Calb biofilm kill,PTPN22 inh 2,F-actin modifier,TNFa cytotox,HUVEC tox IL1B,Smad3 FoxH1 inh,VCAM1 TNFa inh,MT1-MMP txn act
CCN(CC)S(=O)(=O)c1ccc2c(c1)nc(SCC(=O)N1CCOCC1)n2-c1ccccc1OC,0.41,·,6,-4,-24,-6,·,11,·
Cc1cc(C2=CC(C)(c3cc(C)oc3C)Nc3nc(C(F)(F)F)nn32)c(C)o1 (stereo unspecified),0.41,3,2,-13,4,-5,5,10,1.1
CCOC(=O)N1CCN(S(=O)(=O)c2cccc3nsnc23)CC1,0.81,3,·,·,·,·,9,·,1.2
CCOc1cc(C)c(Cl)cc1S(=O)(=O)N(C)C,-0.62,-4,7,19,-10,12,-16,10,1.2
CCN(CC)C(=O)N1CCc2ccccc2C1CN1C(=O)c2ccccc2C1=O (stereo unspecified),0.024,3,9,-5,5,2,3,-13,1.4
CC(=O)c1nc2ccccc2n1S(=O)(=O)c1ccc(C)cc1,-0.1,2,3,-10,-15,12,-8,7,1.1
C=CCc1cccc(/C=N/n2c(C)nnc2C)c1O,-0.22,5,-10,-35,11,6,1,3,1.1
CCCn1nnc(NC(=O)c2ccco2)n1,1,7,-1,12,16,6,1,21,1.4
O=C(c1cccnc1Nc1ccc2c(c1)CCC2)N1CCOCC1,1.4,8,-11,12,-29,6,-2,-6,1.4
Clc1ccccc1CSc1nc2ccncc2[nH]1,·,5,-7,21,-20,16,11,11,·
CCCc1cc(N2CCCC2)n2nc(C)c(-c3ccccc3)c2n1,-0.36,4,-5,9,-8,-12,7,13,1.1
COc1ccc2nc(NC(=O)C3CCCN(S(=O)(=O)c4c(C)noc4C)C3)sc2c1 (stereo unspecified),0.048,5,·,·,·,·,-3,·,1.1
CC(C)c1cc(N2CCN(C(=O)c3ccco3)CC2)n2c(nc3ccccc32)c1C#N,0.1,5,2,-15,32,3,-7,6,1
C=CCN(C(C)=O)C1CC(=O)N(c2ccc(OCCC)cc2)C1=O (stereo unspecified),-0.059,-3,-3,9,-27,-71,-1,-3,1.2
CCn1cc(-c2cc(C(F)(F)F)n3nc(C(=O)O)cc3n2)c(C)n1,-1.2,0,3,4,-13,10,15,0,1.2
CCNc1nc(Cl)nc(NCc2ccccc2)n1,0.36,·,10,-33,6,-1,·,5,·
OCCN(Cc1ccccc1)Cc1ccccc1Cl,0.65,2,-4,0,-14,0,1,-3,1

# This is a subset; the hit share may differ from the screen's.
